High-throughput results: PubChem, National Center for Advancing Translational Sciences (NCATS)
Nrf2 block: inhibitors of Nrf2 signaling; A549 ARE-Fluc reporter, luciferase luminescence, 18-24 h; Potency, µM (doses to about 46 µM), without a hit: at the highest dose activity change, negative = inhibition, actives largely listed as inhibitors; actives 2.1% (n = 360,000); AID 504444; further: potency means the concentration at half of the fitted maximal effect; on the % scale 0 is the no-effect control and ±100 the full control effect; nearly all actives have a fitted effect of over 60% in size
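Quantitative HTS in A549 cells stably bearing an antioxidant response element-firefly luciferase construct. Inhibition of Nrf2-driven transcription was scored by luminescence after 18-24 h of compound exposure at 37 °C.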
S2 tox: viability counter-screen for ATXN expression inhibitors. actives 0.49% (n = 400,000). S2 cells (HEK-293 line with an ATXN2-luciferase reporter) viability, CellTiter-Fluor protease fluorescence, 24 h. Potency, µM (top dose mostly 56.7 µM), most hits filed as cytotoxic; further: potency means the concentration at half of the fitted maximal effect; nearly all actives have a fitted effect of over 40% in size
CCT chaperon mod: cytosolic chaperonin activity modulation; purified chaperonin ATPase assay, HTRF ADP detection, 30 min; activity change, % (test concentration not listed), hits read low; actives 0.3% (n = 360,000); AID 651819; in the data active means activity change below about -30%; further: on the % scale 0 is the no-effect control and ±100 the full control effect
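TRiC at 40 or 20 nM final (batch-dependent) in 30 mM Tris pH 7.4, 100 mM KCl, 5 mM MgCl2, 1 mM DTT, with compound at single 76 uM and 10 uM ATP, 30 min at 37 deg C. ADP detected by HTRF Transcreener, 665/615 ratio.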
Mm-Cpn inhibitor: inhibitors of Methanococcus maripaludis chaperonin (MmCpn); purified Mm-Cpn ATPase, ADP Transcreener TR-FRET; Potency, µM (top dose mostly 76.9 µM), without a hit: top-dose activity, negative = inhibition, actives largely listed as inhibitors; actives 0.031% (n = 330,000); AID 504842; further: potency means the concentration at half of the fitted maximal effect; on the % scale 0 is the no-effect control and ±100 the full control effect; nearly all actives have a fitted effect of over 80% in size
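Purified archaeal Mm-CPN (25nM final) preincubated 10 min at 37degC with compound, then 10uM ATP for 30 min at 37degC; ADP measured by HTRF Transcreener TR-FRET; buffer 30 mM TRIS pH 7.4, 100mM KCl, 5mM MgCl2, 1mM DTT.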
TGFb SMAD3 inh: TGF-b pathway inhibition | AID 588855 | Potency, µM (top dose mostly 46.1 µM), inactives show at the highest dose activity, negative = inhibition, actives largely listed as inhibitors | actives 1.2% (n = 410,000) | HepG2 CAGA-GFP TGF-b/SMAD3 reporter, GFP fluorescence, 18 h; TGF-beta stimulated, 500 pg/mL final; further: potency means the concentration at half of the fitted maximal effect; on the % scale 0 is the no-effect control and ±100 the full control effect; nearly all actives have a fitted effect of over 65% in size
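HEPG2 CAGA-GFP reporter cells (1000/well, DMEM with 1% FBS) received compounds, then recombinant TGF-beta at 500 pg/mL final for 18 hours at 37 degrees C. Per-cell GFP summed per well was normalised to unstimulated and stimulated DMSO controls before curve fitting.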
Akt phos inh: inhibitors of Akt phosphorylation; AID 651550; Neuro2A IGF-stimulated pAkt S473 HTRF, 20 min; hits give low values; activity change, % for hits at 50 µM; actives 0.32% (n = 360,000); in the data active means activity change below about -80%; inconclusive means mostly about -51% to -80%; further: on the % scale 0 is the no-effect control and ±100 the full control effect
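Neuro2A cells in DMEM with 0.5% FBS, overnight at 37 deg C, given compound at single 50 µM final, then IGF (6 nM final) for 20 min at 37 deg C. Lysed; phospho-Akt Ser473 by HTRF after 24 h, 665/615 ratio.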
HepG2 viability: counter-screen for TGF-b inhibitors: cytotoxicity in HepG2 cells; actives 0.76% (n = 410,000); Potency, µM (doses to about 46.1 µM), inactives show top-dose activity change, negative = cytotoxicity, usual class: cytotoxic; HepG2 CAGA-GFP viability, ATP luminescence, 18 h; further: potency means the concentration at half of the fitted maximal effect; some results filed as inactive show a strong effect at the top dose
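CellTiter-Glo luminescence gave cytotoxicity after 18 hours at 37 degrees C. The cells were HepG2 CAGA-GFP in 1% FBS DMEM, stimulated with 500 pg/mL TGF-beta after compound addition. %Activity was normalised to no-cell wells (complete cell-killing) and DMSO (no toxicity), and curves were fitted and classified.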
A549 tox: counter-screen for Nrf2 inhibitors: cytotoxicity in A549 cells; actives 0.16% (n = 390,000); Potency, µM (titrated, usually from 46 µM), inactives show at the top dose activity change, negative = cytotoxicity, usual class: inhibitors; A549 ARE-Fluc cells, CellTiter-Fluor viability, 18-24 h; AID 504648; further: potency means the concentration at half of the fitted maximal effect; on the % scale 0 is the no-effect control and ±100 the full control effect
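A549 ARE-Fluc cells in 5% FBS OPTI-MEM, 5000 cells/well, rested 2 h then exposed to compounds in concentration-response for 18-24 h at 37 °C. Viability by CellTiter-Fluor fluorescence (Ex 405/Em 525) after 30 min; luciferase luminescence (BugLite, 15 min, RT) read afterwards.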
Nrf2 activator: activates Nrf2 signaling; AREc32 ARE-luciferase reporter (MCF7-derived line), luminescence, 24 h; Potency, µM (doses to about 46.1 µM), for inactives: at the highest dose activation, most hits filed as activators; actives 0.31% (n = 410,000); further: potency means the concentration at half of the fitted maximal effect; % of control where 0% means no effect; nearly all actives have a fitted effect of over 65% in size
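Each well held 1000 AREc32 cells, which were incubated with compound for 24 hr at 37 deg C after overnight attachment, and ARE reporter activity was quantified by firefly luciferase luminescence.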
The depositor's hits bear a star; i = inactive; ? = inconclusive; nt = no result given; [ ] = remark or other dose. Unless noted, the call rests on the fitted dose curve; in most records, active means well fitted curve in the direction sought with a large enough effect; inconclusive means small, poorly fitted or top-dose-only effect, or another doubt; inactive means no such curve, though single readings can be large; an effect the other way counts as inactive or inconclusive.

(1) COC(=O)c1ccc(Cn2c(SCC(=O)N(C)c3ccccc3)nc3ccccc32)cc1
(2) CCOCC(=O)Nc1sc2c(c1C(=O)OCC)CCCC2
(3) CC(C)(C)OC(=O)NCCCCCNC(=O)c1[nH]cnc1C(=O)N[C@@H](CCCCNC(=O)OC(C)(C)C)C(=O)OC(C)(C)C
(4) Cc1ccc(CN(C)c2ccc(S(=O)(=O)N3CCCC3)cn2)cc1
(5) Cc1ccc(-c2nc3ccccc3s2)cc1S(=O)(=O)N1CCCC1
(6) CN(C1CCS(=O)(=O)C1)S(=O)(=O)c1cccc2nsnc12 (centres undefined)
(7) Cc1c(Cl)c(=O)oc2cc(OCC(=O)N3CCCC(C)C3)ccc12 (centres undefined)
(8) COc1ccc(-n2c(O)c(/C=N/NS(=O)(=O)c3ccc(C)c([N+](=O)[O-])c3)c3ccccc3c2=O)cc1OC

screen / no.	1	2	3	4	5	6	7	8
Nrf2 block	nt	-21%	23µM*	?	?	nt	?	-23%
S2 tox	?	i	?	i	i	?	i	i
CCT chaperon mod	nt	-1.6	-0.9	-1.5	0.2	-0.2	0.8	-2.2
Mm-Cpn inhibitor	nt	1%	nt	-3%	-5%	1%	-8%	-8%
TGFb SMAD3 inh	?	4%	?	-2%	?	9%	-7%	106%[activator]
Akt phos inh	nt	i	i	i	i	i	i	i
HepG2 viability	-22%	-2%	3%	-4%	2%	4%	10%	-8%
A549 tox	3%	5%	-12%	0%	19%[1.84 µM]	-4%	-4%	-15%
Nrf2 activator	6.3%	2.7%	-1.0%	2.1%	4.4%	0.3%	3.6%	-0.8%

(9) CCCn1c(N)c(C(=O)CSc2nnc(Cc3cccs3)n2C2CC2)c(=O)[nH]c1=O
(10) CCn1c(SCC(=O)Nc2ccc(NC(C)=O)cc2)nc2c([nH]c3ccccc32)c1=O
(11) CC(C)(C)C(=O)NC1CC2CCCC(C1)N2C(=O)Nc1ccc(Cl)cc1 (centres undefined)
(12) Cc1cc(C)nc(SCC(=O)N2CCCCC2)n1
(13) CC(=O)Nc1ccc(C(=O)N(C)c2ccccc2)cc1
(14) NC(=O)C1CCCN(C(=O)CCC(=O)c2cccs2)C1 (centres undefined)
(15) COc1ccc(OC)c(CCNC(=O)CN2C(=O)COc3ccc(S(=O)(=O)N4CCOCC4)cc32)c1
(16) CCCCNC(=O)CNC(=S)N(Cc1ccc(C)cc1)Cc1ccco1

screen / no.	9	10	11	12	13	14	15	16
Nrf2 block	nt	9%	6%	-3%	4%	18%	?	-4%
S2 tox	?	i	i	i	i	i	i	i
CCT chaperon mod	-1.1	0.2	-3.8	0.3	-1.5	1.0	-0.9	0.8
Mm-Cpn inhibitor	nt	-2%	0%	0%	3%	1%	-1%	0%
TGFb SMAD3 inh	18%	-1%	-4%	0%	1%	24%	7%	-16%
Akt phos inh	i	i	i	i	i	i	i	i
HepG2 viability	13%	-13%	7%	-41%	5%	22%	-7%	-12%
A549 tox	nt	2%	-2%	-6%	-1%	3%	6%	-3%
Nrf2 activator	0.9%	6.1%	-0.2%	-0.6%	0.2%	0.6%	0.6%	2.0%

(17) OCCCCNCc1ccc(OCc2ccccc2Cl)cc1
(18) CCNS(=O)(=O)c1ccc(NC(=O)c2ccccc2OCC)cc1
(19) COc1cc(C(=O)NC(=S)Nc2cccc(-c3cc4ccccc4oc3=O)c2)cc(OC)c1OC
(20) Cc1ccn(CC(=O)N2CCCC(Nc3ccc(F)c(F)c3)C2)n1 (centres undefined)
(21) C=CCn1c(SCC(=O)c2c(C)[nH]c3ccccc23)nnc1-c1ccncc1
(22) CC(C)C1/C(=N/O)CC(c2ccccc2)NC1c1ccccc1 (centres undefined)
(23) O=C1OCCC1Sc1nnnn1-c1ccc(Cl)cc1 (centres undefined)
(24) Cc1c(NS(=O)(=O)c2ccc(Br)s2)c(=O)n(-c2ccccc2)n1C

screen / no.	17	18	19	20	21	22	23	24
Nrf2 block	30%	?	-15%	6%	1%	4%	-8%	nt
S2 tox	i	i	i	i	i	i	i	i
CCT chaperon mod	-2.4	-0.5	1.9	1.2	-3.4	-3.6	-2.5	0.6
Mm-Cpn inhibitor	0%	-3%	-16%	0%	0%	-1%	-4%	nt
TGFb SMAD3 inh	0%	17%	-23%	-5%	22%	25%	-1%	11%
Akt phos inh	i	i	i	i	i	i	i	i
HepG2 viability	-34%	0%	-19%	-1%	-15%	2%	-19%	3%
A549 tox	-24%	3%	8%	2%	-1%	11%	4%	-8%
Nrf2 activator	3.2%	0.0%	-0.1%	0.2%	-0.7%	1.2%	-0.4%	-1.1%

Given field by field: part of the list above
#14 NC(=O)C1CCCN(C(=O)CCC(=O)c2cccs2)C1 (centres undefined)
  Nrf2 block = 18%; S2 tox = i; CCT chaperon mod = 1.0; Mm-Cpn inhibitor = 1%; TGFb SMAD3 inh = 24%; Akt phos inh = i; HepG2 viability = 22%; A549 tox = 3%; Nrf2 activator = 0.6%
#15 COc1ccc(OC)c(CCNC(=O)CN2C(=O)COc3ccc(S(=O)(=O)N4CCOCC4)cc32)c1
  Nrf2 block = ?; S2 tox = i; CCT chaperon mod = -0.9; Mm-Cpn inhibitor = -1%; TGFb SMAD3 inh = 7%; Akt phos inh = i; HepG2 viability = -7%; A549 tox = 6%; Nrf2 activator = 0.6%
#16 CCCCNC(=O)CNC(=S)N(Cc1ccc(C)cc1)Cc1ccco1
  Nrf2 block = -4%; S2 tox = i; CCT chaperon mod = 0.8; Mm-Cpn inhibitor = 0%; TGFb SMAD3 inh = -16%; Akt phos inh = i; HepG2 viability = -12%; A549 tox = -3%; Nrf2 activator = 2.0%

Next part:
(25) O=c1[nH]c2ccccc2nc1C(F)(F)F
(26) COc1ccc(CCNC(=O)C23CN(Cc4ccccc4)CC2C(c2ccc([N+](=O)[O-])cc2)=NO3)cc1 (centres undefined)
(27) CC1CCc2cc(F)ccc2N1S(=O)(=O)c1ccc(Cl)nc1 (centres undefined)
(28) CCCCn1c(-c2csc(CC)c2)n[nH]c1=S
(29) COc1cccc(CC2(CO)CCN(C(=O)NCCc3ccccc3)CC2)c1
(30) O=C(CCCCCNC(=O)N1CCn2c1nc1ccccc12)N[C@H](C(=O)O)c1ccccc1
(31) O=C(CN1C(=O)C(=O)N(CCC2=CCCCC2)C1=O)c1c[nH]c2ccccc12
(32) O=C(O)c1ccc(/C=C/c2nc3sc4c(c3c(=O)[nH]2)CCC4)cc1

screen / no.	25	26	27	28	29	30	31	32
Nrf2 block	?	-6%	6%	-11%	-15%	9%	?	3%
S2 tox	i	i	i	i	i	i	i	nt
CCT chaperon mod	-0.1	-1.5	-26	-2.5	-3.5	-1.3	-4.4	1.6
Mm-Cpn inhibitor	2%	-1%	1%	0%	0%	0%	-1%	-3%
TGFb SMAD3 inh	-2%	2%	0%	-14%	-1%	1%	?	-2%
Akt phos inh	i	i	i	i	i	i	i	i
HepG2 viability	18%	-18%	3%	-26%	-12%	-16%	-33%	5%
A549 tox	0%	-2%	-8%	1%	-1%	5%	-17%	-6%
Nrf2 activator	-1.6%	-0.4%	-0.6%	1.2%	0.2%	-0.7%	4.9%	0.0%

(33) O=C(CC(SCCO)c1ccc2c(c1)OCO2)c1cccs1 (centres undefined)
(34) COc1ccc(C2CC(C(F)(F)F)n3nc(C(=O)O)c(Br)c3N2)cc1 (centres undefined)
(35) O=C(/C=C/c1c(F)cccc1Cl)c1ccc(O)cc1
(36) COC(=O)C(C#N)C(=C1C(=O)CC(C)(C)CC1=O)c1ccc(O)cc1 (centres undefined)
(37) CCn1cc(CN2CCC(n3nccc3NC(=O)c3cccc(F)c3)CC2)c(C)n1
(38) COc1ccc(CCNC(=O)c2cnc(Cl)c(Cl)c2)cc1
(39) Cc1ccc(S(=O)(=O)c2cc3c(=O)n4ccccc4nc3n(C)c2=N)cc1
(40) CCCC(=O)Nc1cc(-c2nc3cccnc3s2)ccc1C

screen / no.	33	34	35	36	37	38	39	40
Nrf2 block	?	21%	-15%	6%	21%	12%	0%	106%
S2 tox	?	i	i	i	i	i	?	i
CCT chaperon mod	-2.9	-4.0	-0.9	-25	8.7	-3.2	0.7	nt
Mm-Cpn inhibitor	1%	1%	-1%	-5%	-5%	0%	2%	nt
TGFb SMAD3 inh	?	-12%	?	2%	-22%	2%	-2%	-16%
Akt phos inh	i	i	i	i	i	i	i	nt
HepG2 viability	-51%	-6%	-59%	-10%	-34%	-23%	-1%	-39%
A549 tox	8%	-1%	-3%	-2%	2%	2%	-8%	-1%
Nrf2 activator	?	-0.2%	13µM*	2.3%	-0.6%	0.1%	0.1%	4.7%

(41) Cc1ccc(C(=O)NNC(=O)CNc2cccc(Cl)c2)cc1
(42) CC(=O)NC(CCCN1C(=O)c2ccccc2C1=O)c1nnn(C)n1 (centres undefined)
(43) Cc1ccc(S(=O)(=O)Oc2ccc3ccc(O)cc3c2)cc1
(44) CCOC(=O)N1CCN(S(=O)(=O)c2ccc(C)cc2)C1
(45) CC(C)CCNC(=O)C1CCN(S(=O)(=O)c2ccc3nc4c(c(C(=O)O)c3c2)CCCCC4)CC1

screen / no.	41	42	43	44	45
Nrf2 block	5%	-14%	-4%	-21%	9%
S2 tox	i	i	i	i	i
CCT chaperon mod	-0.2	0.5	-1.0	1.1	-0.1
Mm-Cpn inhibitor	2%	0%	-1%	-1%	0%
TGFb SMAD3 inh	0%	16%	?	-10%	20%
Akt phos inh	i	i	i	i	i
HepG2 viability	0%	37%	-17%	-12%	-50%
A549 tox	-3%	-1%	-2%	15%	0%
Nrf2 activator	-0.4%	-0.5%	7.1%	0.1%	-0.6%
